# NS3 helicase inh: blocks Hepatitis C virus NS3 helicase unwinding; AID 1800; actives 0.56% (n = 290,000); NS3 helicase DNA unwinding, Cy5 molecular beacon fluorescence; inhibition, % at 10.9 µM;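 active = inhibition above the mean of all tested compounds plus 3 SD, set per campaign, cut at about 35% in these data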;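 note: 0% = DMSO wells and 100% = thioflavine S control wells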
#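 Material: hepatitis C virus NS3 helicase domain fragment enzyme; measured by: Cy5 fluorescence, 0 and 60 min reads; control set: DMSO and thioflavine S; incubation: 60 min unwinding reaction at 25 °C after ATP addition; read-out basis: % inhibition from 60/0 min fluorescence ratio, DMSO 0%, thioflavine S 100%; repeats: singlicate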
# CRFBP-R2 block: antagonists of CRF-binding protein/CRF-R2 receptor complex | HEK293 CRF-R2/CRF-BP, CRF-induced calcium fluorescence | inhibition, % at 11.8 µM | actives 0.59% (n = 350,000) | AID 588475;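 active = inhibition of the ligand-induced calcium signal above about 50% at the single tested concentration, limit read from the data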
# GalR3 antag: blocks the human galanin receptor 3 | O60755 | HEK293 GalR3-CNG cAMP membrane potential fluorescence; galR3 body fused to GalR1 C-terminus | inhibition, % at 3 µM | actives 0.44% (n = 360,000) | AID 651719;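 active = inhibition above the screen-wide average plus 3 SD, cut at about 13% in these data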;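 note: forskolin and galanin both at EC90 stimulate the cells; cAMP rise reported by CNG channel membrane potential dye signal; 0% = forskolin plus galanin with DMSO and 100% = forskolin alone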
# Target sequence (O60755 1-299 limits assumed): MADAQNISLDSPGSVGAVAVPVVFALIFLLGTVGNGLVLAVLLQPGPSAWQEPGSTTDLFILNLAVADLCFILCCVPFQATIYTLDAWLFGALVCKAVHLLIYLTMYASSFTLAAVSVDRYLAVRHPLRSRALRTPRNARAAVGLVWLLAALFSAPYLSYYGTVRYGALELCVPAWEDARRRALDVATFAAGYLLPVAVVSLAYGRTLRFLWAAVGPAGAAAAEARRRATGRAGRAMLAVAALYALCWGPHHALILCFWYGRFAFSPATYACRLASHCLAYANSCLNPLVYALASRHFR
# CRFR2-BP ag: agonists of human CRF-binding protein/CRF-R2 receptor complex. HEK293 CRF-R2/CRF-BP, calcium dye fluorescence (FLIPR); percent of saturating CRF peptide response. activation, % at 13.2 µM. actives 0.46% (n = 350,000);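 active = activation of at least 50%, plus an integration ratio under a set limit after plate pattern correction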;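 note: plate controls were neutral control wells without compound for no effect and CRF at EC100 for full effect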
# DNA FID counter: fluorescent intercalator displacement, NS3 helicase counter-screen; DNA fluorescent intercalator displacement, fluorescence; inhibition, % at 7.9 µM; actives 0.17% (n = 290,000); in the data active = inhibition above about 37%;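 note: 0% = vehicle and 100% = reference compound; higher means more ethidium bromide displaced from hairpin DNA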
# UBC9 SUMO inh: SUMOylation inhibition | inhibition, % at 35 µM | P63279 | actives 0.36% (n = 290,000) | HTRF SUMOylation assay, SAE1/SAE2 + UBC9, in vitro; in the data active = inhibition above about 50%, passing the limit was not always enough; note: strong numbers were not always called active
# Target sequence (P63279 whole entry, looked up): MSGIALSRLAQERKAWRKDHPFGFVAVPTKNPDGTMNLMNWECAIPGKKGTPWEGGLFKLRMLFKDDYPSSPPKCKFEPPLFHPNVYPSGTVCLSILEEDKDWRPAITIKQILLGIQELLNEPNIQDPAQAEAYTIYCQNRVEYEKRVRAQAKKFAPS
# MEKK2mut PB1 HTS: signal of MEK5 binding to mutant human MEKK2 PB1 domain; bead flow cytometry, Alexa488-MEK5 binding to MEKK2 mutant; percent response, % at 10 µM; actives 0.35% (n = 290,000); in the data active = percent response above about 24%, passing the limit was not always enough; note: inactives centre near 1; some results filed as inactive read as strong as hits
# MEKK2 WT-MEK5: raises or lowers MEK5 binding to wildtype human MEKK2 PB1 domain; actives 1.1% (n = 290,000); Q9Y2U5; bead flow cytometry, Alexa488-MEK5 binding to MEKK2 WT; actives lie on both sides; binding response (% of control), % at 10 µM; in the data active = binding response below about 67% or above about 130%
# MEKK3 PB1 HTS: MEKK3-MEK5 PB1 interaction, increase or decrease | bead-based flow cytometry, Alexa488-MEK5 binding to MEKK3; actives lie on both sides; 0 = blocked by unlabeled MEK5, 100 = vehicle | binding response (% of control), % at 10 µM | actives 1.4% (n = 290,000) | AID 1529;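 active = binding response more than 3 SD above or below the average of its plate-row segment, actives on both sides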;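 note: Alexa488 bead fluorescence after subtracting the streptavidin-only scavenger bead signal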
# Target sequence (Q99759 whole entry, looked up): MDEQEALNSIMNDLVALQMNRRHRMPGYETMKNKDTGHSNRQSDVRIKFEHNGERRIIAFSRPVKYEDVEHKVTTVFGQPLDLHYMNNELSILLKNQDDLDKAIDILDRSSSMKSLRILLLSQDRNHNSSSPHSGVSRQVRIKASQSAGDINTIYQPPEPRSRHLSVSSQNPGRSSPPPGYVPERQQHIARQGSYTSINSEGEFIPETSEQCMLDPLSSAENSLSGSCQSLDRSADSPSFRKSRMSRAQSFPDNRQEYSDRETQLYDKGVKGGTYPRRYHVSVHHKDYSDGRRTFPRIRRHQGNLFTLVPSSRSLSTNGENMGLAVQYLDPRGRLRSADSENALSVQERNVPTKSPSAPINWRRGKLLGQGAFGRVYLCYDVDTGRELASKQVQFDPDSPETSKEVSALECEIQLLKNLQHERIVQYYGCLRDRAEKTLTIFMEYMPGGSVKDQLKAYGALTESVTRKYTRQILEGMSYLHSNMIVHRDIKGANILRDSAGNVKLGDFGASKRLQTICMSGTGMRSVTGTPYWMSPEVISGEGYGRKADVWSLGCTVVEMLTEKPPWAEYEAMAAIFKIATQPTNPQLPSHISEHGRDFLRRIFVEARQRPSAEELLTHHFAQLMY
# An asterisk follows results filed as active; · = no result given; [ ] = dose if it differs, or a comment. Not all compounds are listed; the hit share may differ from the screen's.
smiles	CRFR2-BP ag	MEKK2 WT-MEK5	DNA FID counter	MEKK3 PB1 HTS	CRFBP-R2 block	MEKK2mut PB1 HTS	GalR3 antag	UBC9 SUMO inh	NS3 helicase inh
COc1ccccc1CNC(=O)COC(=O)Cn1cnc2ccccc21	-0.5	124	-3	107	5	3	-3	-2	3
Cn1cc(CN2CCC(O)CC2)c(-c2ccc(Oc3ccccc3)cc2)n1	0.2	112	18	99	-18	9	5	5	-16
N=c1c2c(n(Cc3ccc(F)cc3)c3c1CCC3)CCC2	0.0	86	0	74	10	-15	-11	-4	-2
Cn1c(C(O)c2ccccc2)nc(Cl)c1Cl (stereo unspecified)	-0.9	95	-1	98	7	3	-12	11	6
CCc1ccc(CNC(=O)C(=O)NCCc2ccc(OC)c(OC)c2)cc1	-0.2	·	-22	·	9	·	-5	·	4
CCOC(=O)N1CCC(NC(=O)c2ccc(CS(=O)c3ccc(Cl)cc3)o2)CC1 (stereo unspecified)	-0.4	102	-38	101	-47	5	-6	7	-21
CCOC(=O)N1CCC(NC(=O)c2ccc3c(c2)N=C(C)c2ccccc2S3)CC1	-3.2	100	-61	98	26	2	-8	13	-4
C/C(=N\NC(=O)c1cc(-c2ccc(O)cc2)nc2ccccc12)c1cccnc1	-0.2	99	-13	98	-7	1	-1	5	-2
CC(NC(=O)C1CCC(CNS(=O)(=O)c2ccc3c(c2)C(C)(C)C(=O)N3C)CC1)c1ccccc1 (stereo unspecified)	-1.1	103	-52	104	8	0	-2	-10	-17
N#Cc1ccsc1NC(=O)CN1CCCCC1	1.9	106	-2	104	-3	5	-5	-10	1
CSc1ccccc1NC(=O)Cn1nnc(-c2ccc(S(C)(=O)=O)cc2)n1	6.6	95	-2	101	-2	0	2	0	-1
COc1ccnc(Oc2ccc(F)cc2)c1C(=O)N/C=N/OCc1c(Cl)cccc1Cl	6.6	95	-7	99	28	-5	-3	-6	-9
COc1ccccc1NC(=O)CSc1nnc(Cc2cccn2C)n1CCc1ccccc1	-1.4	99	-52	100	-19	8	-5	19	21
COc1ccc(CNC(=O)C(C)N(C)Cc2cccc(F)c2)cc1 (stereo unspecified)	-4.7	102	-12	97	14	1	-10	9	1
CCOc1nc(OCC)nc(N2CCC(C)CC2)n1	-0.6	99	-3	99	8	-1	-2	-8	0
CC[n+]1c(C)n(-c2ccccc2)c2ccc(NC(C)=O)cc21	-1.4	102	1	100	-1	3	-2	36	-4
COCCCNC(=O)c1ccc(S(=O)(=O)c2ccc(Cl)cc2)c(NC(C)=O)c1	-0.6	107	-10	106	7	7	-9	16	-2
CCn1cc(SCC(=O)Nc2cc(C)on2)c2ccccc21	-2.5	105	-6	108	-15	4	·	-17	8
CCCNC(=O)c1cc(C)no1	1.5	96	0	97	-14	-5	-7	-13	-4
CC(C)=CCN1CCN(Cc2ccc(C#CC(C)(C)O)cc2)CC1CCO (stereo unspecified)	-2.7	94	8	95	28	-10	-5	11	2
CCOc1ncccc1C(=O)OCC(=O)Nc1ccc(C)c(S(=O)(=O)N(C)C)c1	1.7	82	-13	73*[inhibitor]	-5	-10	-7	11	-9
CC(=O)c1ccc(OCCN2CCOCC2)cc1	1.0	100	3	103	-8	2	-6	13	1
Cc1c(NC(=O)CSCc2ccc(Cl)cc2Cl)cccc1C(=O)O	-3.1	101	-24	102	14	11	-11	11	24
Cc1ccccc1C(=O)Nc1ccnn1C1CCN(C(C)Cc2ccccc2F)CC1 (stereo unspecified)	0.3	100	0	95	-8	-5	-3	12	-9
Cc1ccc(NC(=O)c2ccc(Cl)cc2Cl)cc1O	-2.9	89	-1	96	10	-20	-6	5	-2
COc1cc(OC)c(C(=O)OCC(=O)c2cc(C)n(CC3CCCO3)c2C)cc1OC (stereo unspecified)	-0.7	106	-21	103	1	-1	-4	-16	-3
CCN(CC(=O)NCc1ccc(F)cc1)C(=O)Cc1ccc(OC)cc1	1.0	102	-16	101	5	7	-8	16	5
CCc1cc(C=C(Cl)Cl)oc(=O)c1C	-1.1	90	-3	91	-22	-9	·	3	8
CCCc1ccc2oc(C(=O)N(C)Cc3nccs3)c(C)c2c1	-1.1	113	-42	106	7	13	-6	-6	7
COc1ccc(/C(N)=N/OC(=O)CCc2ccccc2)cc1	-2.7	101	-4	108	24	-4	-4	-7	6
CCOc1ccc(S(=O)(=O)Nc2cc(SCC(=O)O)c(O)c3ccccc23)cc1	-1.8	105	-16	107	5	7	-10	75*	17
CC(C)C[C@@H](COc1ccccc1)N1CCN(CC(C)C)CCC1=O	-1.1	93	-13	94	-1	-2	-9	11	21
COc1ccc(C(=O)CSc2nnc(-c3ccco3)n2CC2CCCO2)cc1 (stereo unspecified)	2.0	94	-19	88	-8	-6	-2	6	-1
COc1ccc(N2C(=O)N(Cc3ccccc3F)c3ccccc3S2(=O)=O)cc1	·	102	-5	107	·	8	·	2	-1
O=C(/C=C/c1ccco1)N(Cc1cccc(Cl)c1)C1CCS(=O)(=O)C1 (stereo unspecified)	-0.5	103	-22	108	2	0	-4	49	22
COc1ccc(N2CCN(C(=O)CCNS(=O)(=O)c3cc(Br)cnc3N)CC2)cc1	0.8	107	-26	103	-9	12	·	18	-8
C[C@H](CO)NC(=O)[C@@H]1C[C@H]1[C@@H](NP(=O)(c1ccccc1)c1ccccc1)c1ccccc1	0.1	92	-38	89	4	-4	-9	16	-9
CCOC(=O)c1ccc(NCc2ccncc2)cc1	-1.4	86	-5	90	3	-6	-5	·	-7
CCCNc1c(NS(=O)(=O)c2c(F)c(F)c(F)c(F)c2F)c(=O)oc2ccccc12	1.3	99	-12	102	5	8	-7	8	-4
O=C(Nc1nc2ccccc2s1)C1CC(=O)N(c2ccccc2)C1 (stereo unspecified)	-3.9	97	-15	100	12	0	0	-18	-10
COc1ccc(C2CC(c3cccc(Cl)c3)n3nc(N)nc3N2)cc1 (stereo unspecified)	12	106	-23	104	-29	10	0	-8	0
CC1CCN(C(c2ccc(N(C)C)cc2)c2nnnn2C(C)(C)C)CC1 (stereo unspecified)	-2.4	99	-9	100	-28	1	5	21	-1
Cc1cccc(Nc2nc(-c3ccc(F)cc3)cs2)n1	-0.8	118	-2	112	-7	6	-8	-3	-10
CCOc1ccc(NC(=S)NN2C(C)CCCC2C)cc1 (stereo unspecified)	-0.5	108	-19	106	-13	1	-11	6	-19
Cc1ccc(S(=O)(=O)N(C#N)c2nc(C)cc(C)n2)cc1	-2.0	109	-1	109	5	2	-6	14	3
CCOc1c(Br)cc(/C=C2/SC(=O)N(CC(=O)N3CCCC3)C2=O)cc1OC	1.7	·	3	·	-33	·	-4	-2	10
COc1cccc(CC(NC(C)=O)C(=O)NC2CCN(S(=O)(=O)c3ccc4ccccc4c3)CC2)c1 (stereo unspecified)	-0.1	96	-35	94	-2	-1	-10	16	-1
CCOc1ccccc1NC(=O)c1cccc2ccccc12	-2.8	106	-14	108	1	2	-10	9	-10
O=C(/C=C/C(=O)NCc1cccs1)NCc1cccs1	-0.1	103	-4	105	-13	11	1	13	-5
C=CCNCCCCOc1ccc(C)cc1[N+](=O)[O-]	1.1	111	13	107	-12	4	-3	30	8

# Going on with the list.
smiles	CRFR2-BP ag	MEKK2 WT-MEK5	DNA FID counter	MEKK3 PB1 HTS	CRFBP-R2 block	MEKK2mut PB1 HTS	GalR3 antag	UBC9 SUMO inh	NS3 helicase inh
CC(=O)Nc1ccc(NC(=O)c2cccc(Oc3ccccc3)c2)cc1	-1.2	101	-16	101	-5	-1	-10	10	1
O=C(O)C1CCN(S(=O)(=O)c2cccc3cccnc23)CC1	1.0	97	0	100	0	-1	-7	7	31
CCn1nc(NS(=O)(=O)c2ccccc2)c2cc3cc(C)ccc3nc21	0.1	100	-28	100	-6	4	1	-11	-6
CCCOc1cccc(C(=O)Nc2cccnc2)c1	-2.1	102	-4	100	-1	2	-8	23	7
CC(C)Cn1c(N)c(C(=O)COC(=O)c2ccc(O)cc2)c(=O)n(C)c1=O	-0.3	91	-12	96	-6	-6	-7	-2	-3
O=S(=O)(Nc1cccnc1)c1cccs1	-0.5	54	4	41*[inhibitor]	-42	-24	-6	12	1
CC(=O)Nc1nonc1-c1nc2ccccc2n1C	0.5	106	-11	103	1	2	1	10	4
O=C1CSC(c2ccc([N+](=O)[O-])cc2)N1c1ccccc1F (stereo unspecified)	-3.3	107	-8	103	-18	4	-10	4	-2
CCn1c(=O)c2sccc2n(Cc2cc(C(=O)OC)ccc2OC)c1=O	0.6	106	-27	103	11	3	-9	9	-1
CCCCNC(=O)CC1N=C2c3ccccc3N=C(SCC(=O)Nc3ccc(OC)cc3)N2C1=O (stereo unspecified)	-2.4	107	-27	111	17	1	3	-9	-1
CCCN1CCN(CCCNC(=O)c2cc3c(s2)-c2ccccc2OC3)CC1	0.6	120	22	102	-1	8	-9	39	-10
COc1ccc(OC)c(S(=O)(=O)Nc2cc(OC)c(Cl)cc2OC)c1	-3.7	95	-16	99	30	2	-11	11	-5
CC(C)OC(=O)c1c(NS(=O)(=O)c2ccccc2)sc2c1CCCC2	76*	83	-3	77	5	-1	-5	3	6
CCCCN(C)C(=O)c1nc2ccccn2c1CN1CCN(c2ncccn2)CC1	-1.4	101	-25	102	8	11	-6	-4	3
COC(=O)c1cc(C(=O)N2CCN(c3cccc(C)c3C)CC2)cc([N+](=O)[O-])c1	-2.0	89	-14	91	-14	-6	-7	-11	-9
CCCN1CNC(=S)N(CCc2ccccc2)C1	1.1	94	-5	95	-1	-2	-4	-10	4
Nc1c(C(=O)O)sc2nc(-c3ccccc3)cc(-c3ccc(F)cc3)c12	2.8	104	-10	106	-5	5	-5	28	-2
CC1CN(C(=O)c2cc3cc([N+](=O)[O-])ccc3s2)CC(C)O1 (stereo unspecified)	-0.4	106	-4	115	-6	0	-4	3	1
NC(=O)c1ccsc1NC(=O)COC(=O)CSc1ccc(Cl)cc1	0.9	102	-1	103	4	0	-3	-1	4
COc1ccc(S(=O)(=O)Cc2ccc(C(=O)NCc3ccco3)o2)cc1	-1.5	97	-4	97	18	0	3	15	-1
Cc1nc(C(F)(F)F)nc(Nc2ccc(N=Nc3ccccc3)cc2)c1C#N	0.5	119	-2	106	-10	8	-5	-1	-8
Cc1cc(-c2n[nH]c(=S)n2CC(C)C)cs1	-3.3	99	-7	113	3	0	-5	16	8
Nn1c(COc2ccccc2)nc2ccccc2c1=O	-1.0	112	9	108	10	12	-1	13	5
CC(=O)c1ccc(N2C(=NC(=O)C3CCCO3)SC3CS(=O)(=O)CC32)cc1 (stereo unspecified)	1.2	93	1	98	-2	-1	5	-2	7
CC1=NN(C(C#N)c2ccc([N+](=O)[O-])cc2)C(C)(C)C1 (stereo unspecified)	0.3	103	-8	109	9	18	0	-9	16

# An excerpt of these results, with each value named:
compound: CC(=O)c1ccc(N2C(=NC(=O)C3CCCO3)SC3CS(=O)(=O)CC32)cc1 (stereo unspecified)
  CRFR2-BP ag: 1.2
  MEKK2 WT-MEK5: 93
  DNA FID counter: 1
  MEKK3 PB1 HTS: 98
  CRFBP-R2 block: -2
  MEKK2mut PB1 HTS: -1
  GalR3 antag: 5
  UBC9 SUMO inh: -2
  NS3 helicase inh: 7

compound: CC1=NN(C(C#N)c2ccc([N+](=O)[O-])cc2)C(C)(C)C1 (stereo unspecified)
  CRFR2-BP ag: 0.3
  MEKK2 WT-MEK5: 103
  DNA FID counter: -8
  MEKK3 PB1 HTS: 109
  CRFBP-R2 block: 9
  MEKK2mut PB1 HTS: 18
  GalR3 antag: 0
  UBC9 SUMO inh: -9
  NS3 helicase inh: 16

# High-throughput results (PubChem)
